High-throughput results (PubChem BioAssay)
Rin1 Abl inh = inhibitors of Rin1-Abl protein binding, primary screen, biochemical, TR-FRET; inhibition, % at 7.35 µM; hit rate 0.4% among 360,000; in the data active means inhibition above about 5%, passing the limit was not always enough
E coli Lon inh = inhibitors of E. coli Lon protease, primary screen, biochemical, fluorescence polarization. P0A9M0. purified E. coli Lon protease. inhibition, % at 7.94 µM. hit rate 0.42% among 360,000. AID 602123, 2011; in the data active means inhibition above about 13%, passing the limit was not always enough;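 further: 0% = enzyme with probe and DMSO and 100% = no enzyme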
Neddyl block = inhibitors of cullin neddylation, primary screen, biochemical, TR-FRET, uHTS, NAE and Ubc12; calls only at 25 µM; NEDD8-conjugating enzyme Ubc12 (Homo sapiens) + NEDD8-activating enzyme E1 regulatory …; hit rate 0.58% among 360,000; in the data active means inhibition above about 36%
Target sequence (P61081 whole entry, looked up): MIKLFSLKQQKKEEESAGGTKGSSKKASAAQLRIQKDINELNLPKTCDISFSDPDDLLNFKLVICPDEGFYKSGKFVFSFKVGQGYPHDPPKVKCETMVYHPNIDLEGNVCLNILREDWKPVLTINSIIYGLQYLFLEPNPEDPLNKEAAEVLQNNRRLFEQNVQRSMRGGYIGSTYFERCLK
Target sequence (Q13564 whole entry, looked up): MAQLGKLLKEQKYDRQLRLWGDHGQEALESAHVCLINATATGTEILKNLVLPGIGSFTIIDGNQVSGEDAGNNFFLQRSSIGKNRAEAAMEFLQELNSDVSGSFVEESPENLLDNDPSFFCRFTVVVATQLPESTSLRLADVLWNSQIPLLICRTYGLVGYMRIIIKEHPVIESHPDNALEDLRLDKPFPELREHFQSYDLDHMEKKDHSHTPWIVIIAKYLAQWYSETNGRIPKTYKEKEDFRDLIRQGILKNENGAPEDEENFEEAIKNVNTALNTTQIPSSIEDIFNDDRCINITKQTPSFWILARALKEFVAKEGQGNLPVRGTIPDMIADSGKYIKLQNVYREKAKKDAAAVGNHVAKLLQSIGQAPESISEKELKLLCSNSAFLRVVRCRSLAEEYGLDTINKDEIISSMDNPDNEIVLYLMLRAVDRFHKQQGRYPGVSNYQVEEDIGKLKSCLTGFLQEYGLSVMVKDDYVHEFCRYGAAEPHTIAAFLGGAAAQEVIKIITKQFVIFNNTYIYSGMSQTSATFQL
FAS-TE inh = FAS thioesterase domain inhibitors, primary screen, biochemical, fluorescence intensity, uHTS; recombinant FAS-TE, OMFH fluorogenic substrate, fluorescence endpoint; inhibition, % at 15 µM; hit rate 0.67% among 360,000; AID 602261, 2012;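 active means compounds whose normalised, plate-corrected inhibition of enzyme fluorescence in the single-dose primary screen is 50% or more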;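 further: 0% = DMSO with enzyme and 100% = substrate without enzyme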
SKN-1 block = suppressors of acrylamide-induced Pgst-4::GFP reporter in worms, primary screen, SKN-1 inhibitor project, whole organism, uHTS, GFP/RFP fluorescence ratio, strain VP596. C. elegans VP596 Pgst-4::GFP/RFP ratio, 24 h. AID 624304, 2012. hit rate 0.49% among 360,000. inhibition, % at 21.8 µM;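 active means interference check ratio from 0.5 to 1.5 plus GFP to RFP signal ratio inhibition reaching or exceeding a fixed threshold, cut at about 30% in these data, passing the limit was not always enough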; further: some compounds called inactive have numbers as strong as hits
MsrA inh = bovine MsrA enzyme inhibitors, primary screen, biochemical, absorbance, HTS; Methionine sulfoxide reductase A (Bos taurus); AID 651718, 2012; purified bovine MsrA, absorbance read-out; hit rate 0.75% among 360,000; inhibition, % at 15.5 µM; in the data active means inhibition above about 4.5%;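 further: 0% = vehicle wells with enzyme and 100% = reference inhibitor wells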
CendR NRP1 mod = modulators of CendR peptide binding to NRP-1, primary screen, biochemical, fluorescence polarization, uHTS; Neuropilin-1 (Homo sapiens), O14786; FAM-RPARPAR peptide binding to NRP-1; inhibition, % at 25 µM; hit rate 0.85% among 360,000; AID 602438, 2012;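 active means inhibition or corrected inhibition above about 18%, plus a signal ratio from 0.5 to 1.5, limit read from the data, passing the limit was not always enough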; further: strong numbers were not always called active
MsrA act = bovine MsrA enzyme activators, primary screen, biochemical, absorbance, HTS; Methionine sulfoxide reductase A (Bos taurus); purified bovine MsrA, absorbance read-out; hit rate 0.3% among 360,000; activation, % at 10.6 µM; in the data active means activation above about 7.5%;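 further: 0% = vehicle and 100% = reference activator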
MT1-MMP act inh = blockers of MT1-MMP proenzyme processing, primary screen, HT1080 RFP-PRO-GFP cells, GFP/RFP fluorescence | hit rate 0.061% among 360,000 | GFP/RFP ratio fluorescence, overnight; percent of plate control window, DMSO zero | GFP/RFP ratio change, % at 20 µM | Matrix metalloproteinase-14 (Homo sapiens), P50281;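 active means GFP/RFP ratio change of at least 30% with cell ATP level not reduced by more than half and red fluorescence within 50% of control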; further: strong numbers were not always called active
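system = RFP-PRO-GFP reporter HT1080 cells | dosing = 20 µM single dose, 1% DMSO | timing = overnight cell settling, then overnight compound exposure, 37 °C, 5% CO2 | read-out basis = GFP/RFP fluorescence ratio | controls = DMSO and RFP-L50D-GFP cell wells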
Starred values were filed as active, the others as inactive; i = inactive; nt = not tested or not shown; + = active, no number; & = joins results of further samples.

SMILES	Rin1 Abl inh	E coli Lon inh	Neddyl block	FAS-TE inh	SKN-1 block	MsrA inh	CendR NRP1 mod	MsrA act	MT1-MMP act inh
O=C(NC1CC1)c1ccc(Cl)c(S(=O)(=O)N2CCOCC2)c1	1	-5	i	-7	3	-0.1	6	-3	-1
C=CCn1cc(CN2CCC(C(=O)Nc3ccc(Oc4cccnc4)cc3)CC2)c(C)n1	-1	-5	i	-9	8	0.9	9	-1	1
O=[N+]([O-])c1cc(Br)c(Nc2ccccc2)c([N+](=O)[O-])c1	1	-1	i	28	5	3.2	2	-4	19
C=CCNC(=S)NNC(=O)c1csc(CC)c1	-3	-7	i	-15	2	-0.3	0	-1	-1
Cc1nnc(SCc2ccc(F)cc2)n1NC/C=C/c1ccccc1	3	1	i	10	-9	0.1	-1	2	-1
COc1ccc(/C=N/Nc2nc(N3CCCC3)nc(N3CCCC3)n2)cc1O	-3	-6	i	-4	1	4.3	13	-2	2
CC(=O)c1ccc(NC(=O)CSc2nc(N3CCOCC3)nc(N3CCOCC3)n2)cc1	1	-4	i	-2	-21	1.0	3	-9	-3
O=c1cc(-c2ccccc2)c2cc(Cl)ccc2[nH]1	2	-1	i	3	12	-0.1	-8	-2	-2
CCC(C(=O)NCc1ccc(C)o1)n1nc(C)c2c(C)n(-c3ccccc3)nc2c1=O (centres undefined)	1	8	i	-4	-5	0.3	14	-4	-1
COc1ccc(CNC(=O)c2c([S-])n(-c3ccc(C)cc3)c3cccc[n+]23)cc1	-2	-12	i	6	0	-1.0	-3	-8	1
O=C1C(Cl)=C(N2CCCCC2)C(=O)C(Cl)=C1c1cnc(N2CCCCC2)s1	5	5	i	78*	10	nt	14	-9	9
Cc1onc(-c2c(F)cccc2Cl)c1C(=O)NC(C)c1ccccc1 (centres undefined)	2	-2	i	-1	2	0.0	-3	-8	2
N#Cc1c(NC(=O)CSc2ncccn2)oc(-c2ccccc2)c1-c1ccccc1	1	-9	i	14	-6	0.0	-9	-7	0
COc1ccc(C(=O)Nc2ccc3nc4n(c(=O)c3c2)CCCCC4)cc1OC	-2	-2	i	-16	8	0.0	-3	0	7
CC(=O)COc1ccc2c(-c3cccc([N+](=O)[O-])c3)cc(=O)oc2c1	-6	-2	i	3	10	0.5	5	-2	-1
Cc1cccc(C(=O)NNC(=O)c2ccc(-c3ccccc3)cc2)c1	4	0	i	-9	5	0.6	-4	-7	6
CC(C)(C)NC(=S)NCC1CC1	1	-5	i	-4	-5	0.7	5	-2	9
Cc1cccc(C(=O)OCC(=O)N2CCCCCC2)c1C	0	-16	i	2	7	-0.2	-2	2	0
CCn1nnnc1SCC(=O)NCc1ccc2c(c1)OCO2	1	6	i	-9	0	0.5	-16	-6	1
C[C@]12C=CC(=O)C=C1CC[C@@H]1[C@@H]2C(=O)C[C@@]2(C)[C@H]1CC[C@]2(O)C(=O)CO	0&1	1&-2	i	-2&-10	12&-8	-1.1&-0.6	2&4	-2&-9	-2&2

Not a retest: entries from further up.
SMILES	Rin1 Abl inh	E coli Lon inh	Neddyl block	FAS-TE inh	SKN-1 block	MsrA inh	CendR NRP1 mod	MsrA act	MT1-MMP act inh
Cc1cccc(C(=O)NNC(=O)c2ccc(-c3ccccc3)cc2)c1	4	0	i	-9	5	0.6	-4	-7	6
CC(C)(C)NC(=S)NCC1CC1	1	-5	i	-4	-5	0.7	5	-2	9

Additional structures follow:
SMILES	Rin1 Abl inh	E coli Lon inh	Neddyl block	FAS-TE inh	SKN-1 block	MsrA inh	CendR NRP1 mod	MsrA act	MT1-MMP act inh
CCOC(=O)C1=C(C)NC2=C(C(=O)CCC2)C1c1cc(OC)ccc1OC (centres undefined)	-1	4	i	-8	0	0.8	6	-10	7
CCC1(CC)Nc2ccccc2C(=O)N1c1ccc(OC)cc1	1	5	nt	-4	-5	1.9	8	-2	3
CCOc1ccc2oc(C(=O)NCc3ccccc3CN3CCCC3)c(C)c2c1	0	5	+	5	2	0.8	-2	-2	0
Cc1ccc(S(=O)(=O)NN=C2CCCc3ccccc32)cc1	2	0	i	7	5	0.7	-1	-1	-3
NS(=O)(=O)c1ccc2nc(NC(=O)Nc3ccc(F)cc3)sc2c1	0	-14	i	0	25	1.6	-88	-3	-6
COc1ccc2cc(C(=O)OC(C)C)sc(=O)c2c1OC	4	10	i	5	-8	2.7	7	0	1
COc1ccc(N(CC(=O)N2CCN(Cc3ccccc3)CC2)S(C)(=O)=O)cc1	5	-12	i	-2	-9	0.1	5	-4	5
CN=c1sc2c(n1C)C(=O)c1ccccc1C2=O	-4	-1	i	-1	-18	9.7*	22	6	8
CCCNC1(C(N)=O)CCN(Cc2ccccc2)CC1	4	6	i	-4	4	1.0	5	-12	10
c1ccc(NC(c2ccccc2)c2ccncc2)cc1 (centres undefined)	1	-1	i	-4	17	1.0	-2	-1	2
Cc1nc2ccc(C(=O)N(C)Cc3ccco3)cn2c1N(C)CC1CCCCC1	2	6	i	12	3	0.1	4	-3	-4
CCn1c(O)c(C2=NCCCC2)c2ccccc21	-5	-4	i	-3	2	2.5	-2	-9	3
Cc1ccc(C(C(=O)NC2CCCC2)N2CCc3ccccc32)cc1 (centres undefined)	-1	1	i	-4	7	0.1	-11	1	-5
CCCc1[nH]n(-c2nc3ccccc3s2)c(=O)c1C=NCC(C)C	3	0	i	3	3	0.3	9	0	2
CN1CCCN(S(=O)(=O)c2ccc(O)c(C(=O)O)c2)CC1	0	-8	i	-4	-3	-0.5	13	-3	-2
Cc1c(NC(=O)c2ccc(NS(=O)(=O)c3ccc(F)c(F)c3)cc2)c(=O)n(-c2ccccc2)n1C	6	-4	i	-4	6	0.8	8	-6	6
COc1cc(-c2nnc(SCC(=O)OC3CCCCC3)o2)cc(OC)c1OC	7	2	i	10	-11	1.5	5	-6	12
CCCCNC(=O)C1(C)CCCCN1C(=O)c1ccc2ccccc2n1 (centres undefined)	-3	-1	i	-8	5	1.1	-6	-3	2
COc1cc2c(cc1Cl)/C(=C\CCN(C)C)c1ccccc1S2	-4	4	i	0	9	1.2	-8	-1	-7
NC(C(=O)O)C1ON=C(Cl)C1O (centres undefined)	2	4	i	-8	5	0.7	6	-2	-1

MsrA inh: entries above that show a hit.
Compound	Rin1 Abl inh	E coli Lon inh	Neddyl block	SKN-1 block	MsrA inh	CendR NRP1 mod	MsrA act	MT1-MMP act inh
CN=c1sc2c(n1C)C(=O)c1ccccc1C2=O	-4	-1	i	-18	9.7*	22	6	8

(cont.)
SMILES	Rin1 Abl inh	E coli Lon inh	Neddyl block	FAS-TE inh	SKN-1 block	MsrA inh	CendR NRP1 mod	MsrA act	MT1-MMP act inh
CCN(CC(=O)c1c(N)n(C)c(=O)n(C)c1=O)c1cccc2ccccc12	5	-10	i	1	12	1.4	4	-2	0
COc1ccc(C2CC2C(=O)c2ccccn2)cc1 (centres undefined)	1	-2	i	3	1	0.7	-5	-1	0
CCOc1cc(S(=O)(=O)N(CC)CC)ccc1Br	-2	-4	i	7	-12	-0.1	8	-13	-3
CC(Oc1ccccc1)C(=O)N1CCN=C1SCc1ccccc1F (centres undefined)	-2	-4	i	14	9	0.7	14	-1	4
COc1ccc(Cl)cc1C(=O)Nn1c(C)nc2ccccc2c1=O	0	-1	i	-1	1	0.5	-1	-4	5
O=C(CN1CCCCC1CO)c1ccc(OC(F)F)cc1 (centres undefined)	4	4	i	-12	-16	-0.5	8	-13	nt
Nc1c(C(=O)N2CCCC2)sc2nc(-c3ccccc3)ccc12	-1	-2	i	33	2	0.5	0	-4	1
Cc1ccc(C2N(C)c3ccccc3-c3nc4ccccc4n32)o1 (centres undefined)	-2	-4	nt	6	9	0.2	-2	-11	4
Cc1cccc(NC(=O)C(=O)NCC2CCCN2S(=O)(=O)c2cccs2)c1C (centres undefined)	-4	2	i	-2	13	-0.5	-11	-1	1
CCN(CC)CCN1C(=O)C(=O)/C(=C(/O)c2c(C)[nH]c(C(=O)OC)c2C)C1c1ccccc1OC (centres undefined)	1	5	i	-9	9	2.9	4	-2	-3
O=C(O)CSc1nnc(COc2cccc3cccnc23)n1-c1ccc(Cl)cc1	0	0	i	-1	2	-1.0	14	-4	-3
O=C(CSc1nc2ccccc2[nH]1)Nc1cccc(S(=O)(=O)N2CCOCC2)c1	0	7	i	-14	-3	-1.3	13	-10	7
CN1C(=O)N(C)C2(c3ccccc3)Nn3c(s/c(=C/c4ccccc4)c3=O)=NC12c1ccccc1 (centres undefined)	2	-2	i	-2	-3	0.1	23	-7	0
CN(C)S(=O)(=O)c1ccc(N2CCCC2)c(C(=O)NCCc2ccc(F)cc2)c1	-1	1	i	-3	-23	0.2	0	-7	2
CCCNC(=O)C/C(C)=N/NC(=O)C(=O)Nc1ccccn1	2	-4	i	-2	5	1.8	-20	-1	-1
Cc1ccc(C(=O)OCC(=O)NCCNC(=O)COC(=O)c2ccc(C)o2)o1	1	-1	i	-5	7	0.1	8	-10	3
CC(C)(C)C(=O)CN1C(=O)NC2(CCc3ccccc32)C1=O (centres undefined)	4	-1	i	-2	9	-0.4	3	-2	-1
CCN(CC)C(=O)CN(c1ccc(F)c(Cl)c1)S(C)(=O)=O	2	0	i	-9	-2	1.9	-11	-10	3
Fc1ccc2nc(Nc3nc4cc5c(cc4s3)OCO5)sc2c1	1	-8	nt	-1	2	2.8	4	-1	-1
O=C(Nc1ccccc1)N(Cc1ccc(Cl)cc1)CC(O)C(F)(F)F (centres undefined)	2	-24	i	-2	-13	1.1	-3	-6	7
COc1ccc(Cn2nnnc2C(c2cc(OC)ccc2OC)N2CCC(C(N)=O)CC2)cc1 (centres undefined)	-2	0	i	-3	32	0.7	9	-2	1
Oc1ccc(O)c(C=NNC(=S)NC2CC3CC2C2C=CCC32)c1 (centres undefined)	1	0	i	38	10	3.2	-2	-4	1
O=C1c2ccccc2C(=O)N1CCSc1n[nH]c(=S)s1	0	-10	i	2	14	1.0	-13	-1	-5
COCCOC(=O)c1cc(C(=O)c2cc(F)ccc2O)coc1=N	2	-15	+	-10	4	3.3	-23	-10	-18
COc1ccccc1CNC(=O)C1CC(c2ccc([N+](=O)[O-])cc2)=NO1 (centres undefined)	3	5	i	7	-24	1.4	5	1	2
O=C(CN(CC1CCCO1)C(=O)CNS(=O)(=O)c1ccc(F)cc1)NCc1ccc(F)cc1 (centres undefined)	2	-12	i	2	-18	1.1	-19	-3	4
C[C@H]1CN(S(=O)C(C)(C)C)[C@H](CCO)/C1=C\c1ccccc1 (some centres undefined)	-5	6	i	-10	-17	-1.9	-5	-7	2
CCOC(=O)C1=C(c2ccccc2)NC(SC)=C(C#N)C1c1cccnc1 (centres undefined)	-1	-6	i	-3	7	0.8	6	-7	-3
O=C(Nc1ccc(S(=O)(=O)N2CCOCC2)cc1)c1cc(S(=O)(=O)N2CCOCC2)ccc1Cl	0	4	i	8	-11	-0.6	-6	-3	2
CCOC(=O)N(C)C[C@H]1OCc2cnnn2CCCC(=O)N([C@H](C)CO)C[C@H]1C	-1	0	i	-12	16	-0.7	-4	-1	-1
